MT stabilizer – microtubule stabilizers in HeLa cells | HeLa tubulin immunostaining HCS, 24 h; share of cells brighter than vehicle mean+2SD | % tubulin-high responders, % at 10 µM | hit rate 0.83% among 200,000;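 active means plate Z-score above 3 for both tubulin-high and condensed-nucleus cell shares, with cell loss under 80%, at 10 µM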;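 further: anti alpha tubulin signal scored within the nucleus-defined area of each cell; some results filed as inactive read as strong as hits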
Autophagy mod – modulators of autophagy; calls only at 10 µM (by protocol); MEF GFP-LC3 puncta imaging; test concentration mostly 10 µM; hit rate 0.98% among 190,000;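 active means percentage of spot-positive cells more than 3 SD above its plate mean, without a fluorescence outlier flag or 80% toxicity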;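 further: spot-positive cell cutoff set from DMSO-treated cells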
bCat nuc transl – alters nuclear translocation of beta-catenin in HeLa cells | immunofluorescence imaging | nuclear translocation activity, % at 5 µM | hit rate 0.3% among 190,000;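 active means nuclear translocation activity above 50% at 5 µM, with a well cell count of 50 or more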;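 further: per-cell ratio of nuclear to cytoplasmic median beta-catenin stain intensity; plate controls were DMSO negative control for no effect and GSK-3 inhibitor IX positive control for full effect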
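Signal – beta-catenin immunofluorescence imaging with DAPI · Test system – human HeLa cell line · Dosing – 5 µM primary single dose, 0.1% DMSO, 0.02–20 µM confirmation series · Measure – % activation, nuclear-to-cytoplasmic median beta-catenin signal ratio per cell · Incubation – 24 h compound exposure at 37°C, 5% CO2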
M17LAP inhibition – P. falciparum M17LAP inhibitors, primary screen, biochemical, fluorogenic H-Leu-NHMec substrate, 1536-well (AID 1619); recombinant M17LAP, H-Leu-NHMec fluorogenic kinetic assay; higher % means a stronger effect; inhibition, % at 30 µM, or IC50 in µM where a hit was titrated; hit rate 0.38% among 220,000;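 active means compound inhibiting the enzyme by more than half at any dose during confirmatory dose-response retesting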;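 further: plate controls were full reaction with DMSO carrier for no effect and no enzyme background for full effect; strong numbers were not always called active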
UTI89 phage lysis – inhibition of K1F phage lysis, E. coli UTI89, bacterial capsule biogenesis inhibitors, alamar blue (AID 488966); inhibition, % at 100 µM; hits with a dose series show IC50 in µM; E. coli UTI89 K1F phage lysis, alamar blue, 2 h; higher % means a stronger effect; hit rate 0.02% among 340,000;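 active means phage lysis inhibition, versus mean bacterial control, above a set limit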;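 further: capsule biogenesis inhibitors block K1F phage lysis so surviving cells raise fluorescence; higher fluorescence means more inhibition of phage lysis; actives were called in the ten point dose series up to 300 µM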
Ins promoter up – MIN6 insulin promoter up-regulation; MIN6 insulin promoter-GFP reporter, high-content imaging; active compounds read high; AID 1625; z-score at 5 µM; hit rate 0.3% among 190,000;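 active means z-score above 3 at 5 µM with at least 500 cells counted in the well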
CSM14.1 death rescue – rescue of cells from ER stress-induced death, primary screen, 384-well, CSM14.1, thapsigargin, ATP luminescence (AID 1222) | CSM14.1 thapsigargin-induced death rescue, ATP luminescence; higher % means a stronger effect | one-dose cellular ATP content (survival), % at 20 µM; EC50 in µM for titrated hits | 190,000 tested, under 10 active;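 active means EC50 below 50 µM in the dose-response confirmation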;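 further: death triggered by thapsigargin at about 15 µM added after 2 h compound pretreatment; cell ATP read after overnight thapsigargin exposure of roughly 18 to 22 hours; normalized against plate controls of thapsigargin alone and 5% DMSO vehicle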
P. falciparum M1AAP – P. falciparum M1AAP inhibitors, biochemical, fluorogenic H-Leu-NHMec substrate, 1536-well (AID 1445); recombinant M1AAP, H-Leu-NHMec fluorogenic kinetic assay; higher % means a stronger effect; hit rate 0.42% among 220,000; inhibition, % at 30 µM, or IC50 in µM where a hit was titrated;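 active means primary inhibition above the hit cutoff, then over 50% inhibition at one or more dose response concentrations, cut at about 23% in these data, passing the limit was not always enough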;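 further: plate controls were DMSO full reaction for no effect and no enzyme background for full effect; strong numbers were not always called active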
Dynein cargo inh – blocks dynein driven cargo transport along microtubules; 3617.4 mouse cells, GR-EGFP nuclear translocation imaging; test concentration mostly 20 µM; stimulated with dexamethasone, 1 µM; active compounds read low; z-score, hits read low; hit rate 0.47% among 220,000; AID 1381;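 active means plate z-score of nuclear minus cytoplasmic receptor signal below a set negative limit, without overly bright fluorescence or cell loss, cut at about -3.5 in these data, passing the limit was not always enough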;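 further: z-score of nuclear minus cytoplasmic ring GR-EGFP intensity difference per well; some compounds called inactive have numbers as strong as hits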
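medium = tetracycline-free induction medium containing charcoal-stripped FBS | probe or stimulus = dexamethasone, 1.0 µM final | timing = 48 h induction, then 1 h compound, then 30 min agonist, 37 °C | detection = automated 10x imaging of fixed Hoechst-stained cells | read-out basis = nuclear versus cytoplasmic GR-EGFP signal, averaged per well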
Dynein cargo inh cytoplasmic EGFP – further read-out of Dynein cargo inh, marked with its call; z-score; measured here: cytoplasmic GR-EGFP intensity; active compounds read high
Dynein cargo inh nuclear GR-EGFP – also measured in Dynein cargo inh; calls as there; z-score; measured here: nuclear GR-EGFP intensity;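 lower value marks the stronger effect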
Dynein cargo inh cell count – second read-out of Dynein cargo inh, no call of its own (marks repeat the call); z-score; measured here: cell count per field
Ins promoter up cell count – further read-out of Ins promoter up, marked with its call; cell count; measured here: cytotoxicity, nuclei count;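 total cells summed across four imaged fields per well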
bCat nuc transl cell count 5 µM – further read-out of bCat nuc transl, marked with its call; cell count; measured here: cell count, cytotoxicity flag
MT stabilizer Hoechst-high % – second read-out of MT stabilizer, no call of its own (marks repeat the call); % Hoechst-high responders; measured here: nuclear condensation Hoechst responders;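 share of cells brighter than vehicle mean plus two SD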
MT stabilizer cytotoxicity % – second read-out of MT stabilizer, no call of its own (marks repeat the call); toxicity, %; measured here: cytotoxicity by cell density;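 0% = mean cell density of plate MIN control wells and 100% = no cells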
Autophagy mod cell loss 18 h – second read-out of Autophagy mod, no call of its own (marks repeat the call); toxicity, %; measured here: cell loss, nuclei count;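 cell loss after 18 h compound exposure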
An asterisk follows results filed as active; i = inactive; nt = no result given; [ ] = dose if it differs, or a comment.

Second line of a record: MT stabilizer | MT stabilizer Hoechst-high % | MT stabilizer cytotoxicity % | Autophagy mod | Autophagy mod cell loss 18 h | bCat nuc transl | bCat nuc transl cell count 5 µM | M17LAP inhibition | UTI89 phage lysis | Ins promoter up | Ins promoter up cell count | CSM14.1 death rescue | P. falciparum M1AAP | Dynein cargo inh | Dynein cargo inh cytoplasmic EGFP | Dynein cargo inh nuclear GR-EGFP | Dynein cargo inh cell count
- O=C(Nc1ccccc1C(=O)NCC1CCCO1)c1ccc(Cl)cc1Cl (stereo unspecified)
  2.1 | 2.6 | 7.5 | i | -1 | -1.9 | 1422 | 8% | 0.1% | 0.03 | 1637 | -0.6% | 6% | 0.77 | -0.24 | 0.2 | -0.17
- CC1(C)Cc2c(c(=S)nc(-c3ccccc3)n2CCOCCO)CO1
  4.0 | 1.4 | 3.5 | i | 26 | -0.7 | 748 | 26% | -0.4% | -1.2 | 1187 | 0.0% | 2% | 0.64 | -0.15 | 1.2 | -0.14
- COC(=O)C(Nc1ccccc1Cl)(c1cc(C)c(O)c(C)c1)C(F)(F)F (stereo unspecified)
  4.2 | 1.8 | 5.8 | i | 23 | 7.2 | 979 | 4% | 0.0% | -0.14 | 905 | -3.1% | 14% | -1.9 | 0.44 | -0.97 | -4.2
- COc1cc(/C=C/C(=O)Nc2ccc(N3CCCCC3)c(S(=O)(=O)Nc3ccccc3Cl)c2)cc(OC)c1OC
  3.6 | 4.1 | 16 | i | -7 | -1.0 | 956 | 0% | 8.1% | nt | nt | -4.6% | 7% | 0.51 | -0.29 | 0.14 | -0.15
- C=CCNc1cc(C(F)(F)F)nc(-c2ccccn2)n1
  1.1 | 2.3 | 9.0 | i | 4 | nt | nt | -7% | 4.2% | nt | nt | 0.8% | -3% | 0.046 | -0.25 | -0.26 | 0.28
- CCCCN(CC)C(=O)Cc1ccccc1OC
  2.5 | 2.2 | 3.5 | i | -5 | -1.1 | 1346 | -8% | 1.7%[50 µM] | -1.1 | 1516 | 0.1% | 0% | 1 | -0.16 | -0.43 | -1.1
- CC(=O)SC(C[N+](=O)[O-])c1cn(C(C)=O)c2ccccc12 (stereo unspecified)
  3.7 | 1.5 | 7.5 | i | -3 | 1.3 | 1461 | 22% | 0.3% | 1.2 | 1293 | -2.4% | 10% | 0.81 | 5 | 1.8 | -3.1
- O=S(=O)(c1cnccc1N1CCN(/N=C/c2ccc(Br)cc2)CC1)N1CCCCC1
  1.2 | 1.9 | 0.4 | i | 6 | 3.9 | 1324 | 2% | 0.3% | -1.2 | 1238 | -0.8% | -7% | 1 | 0.025 | 0.6 | -1.4
- O=C(NCc1ccncc1)C(F)(F)C(F)(F)C(=O)NCc1ccncc1
  1.6 | 1.5 | 6.6 | i | -8 | -4.4 | 1207 | -12% | 0.3% | 1 | 1090 | 1.3% | 13% | 0.14 | -0.2 | 0.046 | 0.24
- COC(=O)/C=c1\[nH]c2nnc(C)n2c1=O
  nt | nt | nt | nt | nt | 0.8 | 1289 | -38% | -2.2% | -0.24 | 1024 | nt | 3% | 0.087 | -0.25 | 0.42 | 0.55
- COc1ccccc1Nc1c([N+](=O)[O-])cncc1[N+](=O)[O-]
  2.9 | 1.9 | 6.2 | i | -2 | -0.5 | 1112 | 7% | -0.7% | 0.14 | 1369 | 5.9% | 9% | -0.32 | -0.33 | -0.1 | 0.9
- CC(NC(=S)Nc1c(Br)cccc1OC(F)F)C(C)(C)C (stereo unspecified)
  2.8 | 2.6 | 7.6 | i | -1 | -1.5 | 977 | 12% | 8.8% | -0.41 | 1281 | 1.6% | -3% | -0.19 | -0.31 | -0.35 | 0.66
- CCOc1ccc(-c2nnn(CC(=O)c3ccc4c(c3)OCCO4)n2)cc1OCC
  1.5 | 1.9 | 8.4 | i | 10 | 1.4 | 1097 | 17% | 0.1% | -0.9 | 1169 | 0.4% | -6% | 0.13 | -0.23 | 0.23 | 0.24
- CCOC(=O)c1ccc(N2C(=O)c3n[nH]c(-c4ccco4)c3C2c2cccc([N+](=O)[O-])c2)cc1 (stereo unspecified)
  2.6 | 2.2 | 8.3 | i | -3 | 0.9 | 964 | -7% | -1.0%[50 µM] | -0.35 | 1212 | -1.6% | 8% | -0.91 | -0.11 | -0.66 | 0.21
- COc1ccc(C(=O)NCCc2c[nH]c3ccccc23)cc1S(=O)(=O)N1CCOCC1
  2.6 | 2.3 | 11 | i | 9 | -7.4 | 1006 | -13% | -0.1% | -1.2 | 1022 | 1.0% | 5% | -1.1 | -0.29 | -0.36 | 1.3
- COc1ccc(C2N(c3cc(C)on3)C(=O)C3CCCN32)cc1OC (stereo unspecified)
  4.2 | 2.1 | 6.2 | i | 12 | -0.9 | 1396 | -4% | 0.2% | -0.32 | 1364 | -2.5% | 0% | -0.38 | -0.15 | -0.25 | 0.031
- Cc1oc(-c2cccs2)nc1CN1CC[C@@](O)(c2ccccc2)[C@H]2CCCC[C@@H]21
  2.4 | 1.1 | 6.4 | i | 16 | -2.8 | 914 | -3% | 0.3% | -1.8 | 1256 | -1.8% | 4% | 0.84 | -0.22 | 0.21 | -0.82
- O=C1CC(SC2=NCCS2)C(=O)N1c1ccc(Br)cc1 (stereo unspecified)
  1.8 | 3.8 | 14 | i | 6 | -0.6 | 563 | -15% | 2.2% | -0.02 | 1247 | 1.3% | -7% | 1.6 | -0.28 | 0.49 | -1
- CC1CCCCN1C(=O)CSc1nnc(Cc2ccccc2)n1C (stereo unspecified)
  4.2 | 2.8 | 4.6 | i | -7 | -2.9 | 1189 | 5% | 0.3% | 0.26 | 1147 | 0.2% | 4% | -0.068 | -0.26 | 0.07 | 0.17
- CC(C)(C)n1nnnc1C(c1ccccc1F)N(Cc1ccco1)CC1CCCO1 (stereo unspecified)
  12 | 1.5 | 11 | i | 15 | -0.4 | 911 | 8% | 0.2% | -0.95 | 1120 | 5.0% | 8% | 2 | -0.14 | 1.4 | -1.3
- CCOC(=O)C(=Cc1ccc(-n2ccnc2)cc1)C(=O)OCC
  12 | 2.0 | 2.3 | i | 3 | -0.7 | 1037 | 8% | 1.0% | -0.19 | 1122 | 1.6% | 12% | -5.6* | 2.1* | -2.9* | 0.81*
- Cc1ccc(C)c(NS(=O)(=O)c2ccc3[nH]c(=O)oc3c2)c1
  6.1 | 1.3 | 6.4 | i | 16 | 1.3 | 1481 | 7% | 1.5% | nt | nt | -1.1% | 13% | -0.93 | -0.24 | -0.39 | 1.1
- CCOC(=O)c1sc2nc(CSc3ccccc3)[nH]c(=O)c2c1C
  18* | 28* | 32* | i | 1 | 0.3 | 969 | -9% | 0.0% | -0.13 | 1641 | -1.5% | -2% | -0.5 | -0.25 | -0.65 | 1.1
- CCc1c(C)sc(NC(=O)C2CC2c2ccccc2)c1C(N)=O (stereo unspecified)
  1.1 | 0.3 | 4.0 | i | 0 | 1.3 | 1280 | 8% | 1.0% | -0.7 | 1347 | -0.1% | 10% | 2.7 | -0.17 | 1 | -1.6
- O=C(NCCN1CCOCC1)c1cc(Sc2cccc(Cl)c2)nc2ccccc12
  2.0 | 1.9 | 10 | i | 5 | 0.4 | 1121 | 18% | -1.5% | -0.01 | 1513 | -0.6% | 10% | 0.097 | -0.24 | 0.038 | -0.091
- O=C(Nc1ccccc1)/C(=C/c1ccc2c(c1)OCO2)NC(=O)c1ccco1
  2.9 | 3.4 | 3.6 | i | -2 | 0.6 | 1067 | 1% | 0.3%[50 µM] | 0.39 | 1394 | -2.1% | 1% | -0.36 | -0.32 | -0.3 | 0.82
- Cc1cc(-c2nn(-c3ccccc3F)cc2CNCCc2cnccn2)c(C)s1
  2.4 | 1.5 | 1.8 | i | -19 | 0.3 | 987 | -7% | 0.4% | -0.14 | 1509 | -0.1% | 1% | 0.27 | -0.3 | 0.18 | 0.83
- Clc1ccc2c(c1)c1cc(Cl)ccc1n2CN1CCOCC1
  2.5 | 1.5 | 13 | i | 0 | -1.7 | 1033 | -4% | -0.8% | -0.65 | 860 | -1.4% | 6% | 0.27 | -0.28 | 0.52 | -0.79
- Cc1cc(C(F)F)n2ncc(C(=O)NCCc3ccc(Cl)cc3)c2n1
  1.7 | 1.4 | 5.8 | i | -6 | -1.9 | 1233 | -2% | 2.2% | -0.37 | 960 | 0.9% | 8% | -0.85 | 0.6 | -0.054 | 0.59
- COc1ccc(C(=O)COc2ccc(F)cc2)c(O)c1
  nt | nt | nt | nt | nt | -0.9 | 1312 | -2% | -0.3%[50 µM] | -0.19 | 963 | nt | -2% | -0.99 | -0.84 | -0.84 | 0.13

Entries of single compounds from above. Order of values: MT stabilizer, MT stabilizer Hoechst-high %, MT stabilizer cytotoxicity %, Autophagy mod, Autophagy mod cell loss 18 h, bCat nuc transl, bCat nuc transl cell count 5 µM, M17LAP inhibition, UTI89 phage lysis, Ins promoter up, Ins promoter up cell count, CSM14.1 death rescue, P. falciparum M1AAP, Dynein cargo inh, Dynein cargo inh cytoplasmic EGFP, Dynein cargo inh nuclear GR-EGFP, Dynein cargo inh cell count
CC(C)(C)n1nnnc1C(c1ccccc1F)N(Cc1ccco1)CC1CCCO1 (stereo unspecified) as listed: 12, 1.5, 11, i, 15, -0.4, 911, 8%, 0.2%, -0.95, 1120, 5.0%, 8%, 2, -0.14, 1.4, -1.3
CCc1c(C)sc(NC(=O)C2CC2c2ccccc2)c1C(N)=O (stereo unspecified) as listed: 1.1, 0.3, 4.0, i, 0, 1.3, 1280, 8%, 1.0%, -0.7, 1347, -0.1%, 10%, 2.7, -0.17, 1, -1.6

Bioassay records (PubChem)
